BoNT A protease: BoNT A light chain protease inhibition. AID 588499. inhibition, % at 10 µM. 360,000 tested, 0.17% active. multiplex microsphere protease substrate cleavage, flow cytometry; note: plate controls were buffer without enzyme for full effect and enzyme alone for no effect
MazEF act: MazEF (E. coli) toxin RNase activation. activation, % at 20 µM. FAM/BHQ RNA-DNA oligo cleavage fluorescence, 5 h. 350,000 tested, 0.32% active. P0AE70; in the data active = activation above about 50%
Target sequence (P0AE70 whole entry, looked up): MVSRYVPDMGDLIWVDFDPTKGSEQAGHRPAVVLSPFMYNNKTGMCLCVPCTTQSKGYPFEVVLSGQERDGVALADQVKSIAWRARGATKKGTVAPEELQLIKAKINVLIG
BoNT F protease: inhibitors of Botulinum neurotoxin F light chain protease. inhibition, % at 10 µM. Multiplex microsphere protease cleavage assay, flow cytometry. AID 588497. 360,000 tested, 0.22% active; in the data active = inhibition above about 35%, passing the limit was not always enough; inconclusive = no clear call, values can overlap the other calls; note: plate controls were buffer without enzyme for full effect and enzyme alone for no effect
CCHF vOTU inh: CCHFV vOTU protease inhibition; Pep-AMC fluorescence; inhibition, % at 11.5 µM; 370,000 tested, 0.55% active; in the data active = inhibition above about 30%; note: 0% = vehicle wells with enzyme and 100% = no enzyme wells
PrPC TRFRET: cell surface PrPC inhibition, primary TR-FRET screen | 370,000 tested, 0.43% active | inhibition, % at 13.8 µM | TR-FRET read-out; in the data active = inhibition above about 24%; note: 0% = median of the test wells and 100% = reference compound wells
Rv3671c inh: inhibitors of M. tuberculosis serine protease Rv3671c; inhibition, % at 5.96 µM; 320,000 tested, 0.048% active; AID 2606; in the data active = inhibition above about 38%;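 note: extracellular domain of Rv3671c used as enzyme; 0% = enzyme with DMSO and 100% = no enzyme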
Target sequence (P9WHR9 whole entry, looked up, the tested form may be a part): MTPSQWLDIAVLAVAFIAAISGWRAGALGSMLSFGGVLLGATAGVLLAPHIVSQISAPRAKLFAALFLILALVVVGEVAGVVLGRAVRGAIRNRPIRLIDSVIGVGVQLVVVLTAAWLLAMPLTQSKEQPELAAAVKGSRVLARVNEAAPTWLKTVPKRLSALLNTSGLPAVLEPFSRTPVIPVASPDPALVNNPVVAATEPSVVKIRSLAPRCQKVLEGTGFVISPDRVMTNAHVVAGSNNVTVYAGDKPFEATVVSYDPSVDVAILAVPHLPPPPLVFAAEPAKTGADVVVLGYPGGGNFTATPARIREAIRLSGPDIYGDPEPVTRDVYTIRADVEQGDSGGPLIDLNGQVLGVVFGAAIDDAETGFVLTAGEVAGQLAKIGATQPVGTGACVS
DUSP3 inh: inhibitors of human VHR1 phosphatase (DUSP3); 290,000 tested, 0.52% active; inhibition, % at 13.3 µM; recombinant VHR phosphatase, pNPP absorbance; AID 1654; P51452; in the data active = inhibition above about 50%; note: some compounds called inactive have numbers as strong as hits
Target sequence (P51452 whole entry, looked up): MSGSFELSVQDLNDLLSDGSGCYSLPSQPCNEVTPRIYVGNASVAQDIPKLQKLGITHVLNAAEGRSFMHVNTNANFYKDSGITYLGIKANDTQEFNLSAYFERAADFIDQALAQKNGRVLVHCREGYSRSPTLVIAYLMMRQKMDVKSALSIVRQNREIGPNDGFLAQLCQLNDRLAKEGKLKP
Anthrax LF inh2: blocks Bacillus anthracis lethal factor protease; P15917; multiplex microsphere protease cleavage assay, LF; inhibition, % at 10 µM; 360,000 tested, 0.12% active; note: plate controls were buffer without enzyme for full effect and enzyme alone for no effect
SARS 3CLpro inh: SARS-CoV 3CLpro protease inhibition. P0C6X7. inhibition, % at 6 µM. recombinant SARS-CoV 3CLpro, quenched FRET peptide cleavage. 290,000 tested, 0.14% active. AID 1706; in the data active = inhibition above about 12%
PriA SSB inh: blocks PriA binding to SSB C-terminal tail | AlphaScreen SSBct-PriA binding, biotinylated peptide | inhibition, % at 33 µM | 430,000 tested, 0.6% active; in the data active = inhibition mostly above about 37%, no sharp cut-off; inactive = mostly below about 20%;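 note: plate controls were negative control peptide for no effect and reference peptide for full effect; strong numbers were not always called active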
Numbers without * were called inactive; ? = inconclusive; . = no result given; & = joins results of further samples. Cut-off read from the data, not from the text of the source, unless noted: active = inhibition above about 30%; inconclusive = no clear call, values can overlap the other calls; inactive = below that.

molecule | BoNT A protease | MazEF act | BoNT F protease | CCHF vOTU inh | PrPC TRFRET | Rv3671c inh | DUSP3 inh | Anthrax LF inh2 | SARS 3CLpro inh | PriA SSB inh
COc1ccc(C2(c3ccc(OC)cc3)NC(=O)N(CC(=O)NC3(C#N)CCCC3)C2=O)cc1 | 0.3 | 5 | -4 | -3 | -10 | 0 | . | 4 | . | -1
CN(CC(=O)Nc1ccccc1Cl)C(=O)COC(=O)c1ccc(-c2ccc(O)cc2)cc1 | 0.6 | -25 | 0 | 26 | 9 | -4 | . | 1 | . | -3
O=C(c1ccc([N+](=O)[O-])cc1)N1CCN(C(=O)C2CCCCC2)CC1 | -0.4 | 2 | -1 | -5 | -27 | -2 | 41 | -3 | 3 | -5
COc1ccccc1NC(=O)Nc1nnc(CC(=O)Nc2cccc(C)c2)s1 | -0.3 | -43 | 7 | -5 | -10 | -65 | 17 | 0 | -2 | 4
NS(=O)(=O)c1ccc(NC(=S)Nc2nn(Cc3ccc(Cl)cc3Cl)cc2Cl)cc1 | 0.1 | 5 | -3 | -3 | -8 | -25 | -10 | -2 | 2 | -3
Cc1c(Nc2ccc(C=O)cc2)c(=O)n(-c2ccccc2)n1C | 0.1 | -25 | 6 | 0 | 1 | 0 | 22 | 1 | -2 | -6
CCC1(C)Cc2ccccc2-c2nc(SC)[nH]c(=O)c21 (configuration not stated) | 1.6 | 9 | ? | -2 | -4 | -6 | 21 | -6 | 5 | -11
Cn1c(NNC(=O)C2CCCCC2)cc(=O)n(C)c1=O | 0.5 | 0 | 0 | -10 | 7 | -4 | 12 | -6 | 2 | -7
Cc1ccc(N2C(=O)C(Cc3ccc(O)cc3)NC2=S)cc1C (configuration not stated) | -1.0 | 2 | -9 | 1 | -3 | -4 | -4 | -4 | 5 | -1
CN(C)C(=O)c1cc(C(=O)c2ccc(C(F)(F)F)cc2)c[nH]1 | -5.7 | 6 | -33 | 4 | -1 | -1 | 18 | 12 | -1 | -3

Laid out differently: two of the compounds above
Below each compound: BoNT A protease | MazEF act | BoNT F protease | CCHF vOTU inh | PrPC TRFRET | Rv3671c inh | DUSP3 inh | Anthrax LF inh2 | SARS 3CLpro inh | PriA SSB inh
- Cc1ccc(N2C(=O)C(Cc3ccc(O)cc3)NC2=S)cc1C (configuration not stated)
 : -1.0 | 2 | -9 | 1 | -3 | -4 | -4 | -4 | 5 | -1
- CN(C)C(=O)c1cc(C(=O)c2ccc(C(F)(F)F)cc2)c[nH]1
 : -5.7 | 6 | -33 | 4 | -1 | -1 | 18 | 12 | -1 | -3

(continued)
molecule | BoNT A protease | MazEF act | BoNT F protease | CCHF vOTU inh | PrPC TRFRET | Rv3671c inh | DUSP3 inh | Anthrax LF inh2 | SARS 3CLpro inh | PriA SSB inh
Cc1ccc(S(=O)(=O)N2CCN(CC(=O)N(CC(C)C)c3c(N)n(CC(C)C)c(=O)[nH]c3=O)CC2)c(C)c1 | -0.1 | 1 | 2 | 2 | 1 | 9 | 17 | 1 | 5 | 2
CCOc1ccc(/C=N/NC(=O)Cc2csc(Nc3cccc(C(F)(F)F)c3)n2)cc1 | 0.2 | 20 | -1 | 12 | 5 | -17 | 13 | 1 | 3 | .
COc1ccc(CCCC(=O)NCCc2ccccc2)c(C)c1 | -1.0 | 1 | 24 | -13 | 0 | . | 4 | 4 | 5 | -15
C=CC[n+]1c(-c2ccc(OC)c(OC)c2)csc1NNC(=O)Nc1ccccc1 | 1.1 | 3 | 2 | -5 | -6 | 2 | 21 | -6 | -4 | 23
Cc1cccc(Nc2nnc(SCC(=O)Nc3ccccc3[N+](=O)[O-])s2)c1 | 0.2 | 0 | -1 | 20 | 7 | 2 | 28 | 0 | 1 | 0
O=C1CSC(c2ccccc2)N1CCc1ccccc1 (configuration not stated) | -1.5 | 8 | 15 | 9 | 5 | 8 | 14 | 9 | 0 | -15
Cc1ccc(N(CC(=O)Nc2cc(C)cc(C)c2)S(=O)(=O)c2c(C)noc2C)cc1 | -3.5 | -8 | -4 | 13 | 10 | -22 | 2 | 1 | 8 | 38
O=C(CN1CCCC1)NC(=O)NC1CCCC1 | 0.3 | 11 | -8 | 8 | -2 | -4 | -1 | -2 | 3 | 4
O=C(O)c1ccc(NC(=O)c2cn(-c3ccccc3)nc2-c2cccc(Cl)c2)cc1 | 1.3 | 4 | 4 | 6 | 9 | -35 | -4 | 0 | 10 | 13
O=C(Nc1ccc(O)c2c(=O)cc(-c3ccccc3Cl)oc12)c1ccccc1Cl | -0.3 | 1 | -5 | 2 | 1 | -2 | -7 | -6 | 1 | -14

Complete entries, quoted from the list. Order of values: BoNT A protease	MazEF act	BoNT F protease	CCHF vOTU inh	PrPC TRFRET	Rv3671c inh	DUSP3 inh	Anthrax LF inh2	SARS 3CLpro inh	PriA SSB inh
Shown for COc1ccc(CCCC(=O)NCCc2ccccc2)c(C)c1 = -1.0	1	24	-13	0	.	4	4	5	-15
Shown for CCOc1ccc(/C=N/NC(=O)Cc2csc(Nc3cccc(C(F)(F)F)c3)n2)cc1 = 0.2	20	-1	12	5	-17	13	1	3	.
Shown for O=C(CN1CCCC1)NC(=O)NC1CCCC1 = 0.3	11	-8	8	-2	-4	-1	-2	3	4

The list goes on:
molecule | BoNT A protease | MazEF act | BoNT F protease | CCHF vOTU inh | PrPC TRFRET | Rv3671c inh | DUSP3 inh | Anthrax LF inh2 | SARS 3CLpro inh | PriA SSB inh
Cc1ccc(SCC(=O)Nc2ccc3c(c2)C(=O)NC3=O)cc1 | -1.1 | 3 | 3 | -10 | -2 | -4 | 16 | -4 | 4 | 7
CCOC(=O)C1CCN(C(=O)Cc2cccc3ccccc23)CC1 | 0.5 | -10 | 1 | 15 | -8 | 4 | -14 | 0 | 1 | -16
CCCCn1c(N)c(N(CCC(C)C)C(=O)c2cccc(-n3cnnn3)c2)c(=O)[nH]c1=O | 1.1 | 2 | -5 | 4 | 7 | 6 | . | -4 | . | -5
Cc1ccc(C(=O)NC2CCN(CC(=O)Nc3ccccc3Cl)CC2)cc1 | -2.7 | -4 | ? | -5 | 0 | -1 | 5 | -6 | -4 | 3
COc1cccc(NC(=O)CCc2nc(-c3cccs3)no2)c1 | -1.2 | 6 | 2 | . | . | 2 | 73 | -2 | -4 | -7
CC1CN(C(=O)c2ccc(NS(=O)(=O)c3cccc(Cl)c3)cc2)CC(C)O1 (configuration not stated) | 1.6 | 12 | -2 | 2 | 6 | . | 37 | 0 | 1 | -3
CCCCC(=O)N=c1sc2cc([N+](=O)[O-])ccc2n1C | -0.4 | 9 | 0 | -8 | 1 | -6 | 6 | 2 | -5 | -2
O=C(NCc1ccc(C(F)(F)F)cc1)C1CC(c2ccc(C(F)(F)F)cc2)=NO1 (configuration not stated) | -1.2 | 7 | -10 | 18 | 11 | -2 | . | -6 | . | -8
CC1(c2ccc3c(c2)OCCCO3)NC(=O)N(CC(=O)Nc2cccc(C#N)c2)C1=O (configuration not stated) | 0.0 | -3 | 6 | 5 | 10 | -10 | . | -1 | . | -3
CCN1C(=O)c2cccc3c(NC(=O)c4ccc(OC)c(OC)c4)ccc1c23 | -1.0 | 1 | -7 | 4 | -39 | -1 | 28 | -1 | -5 | -11
COc1ccc(C(=O)/C=C/C(=O)N(CC(=O)NC2CCCCC2)Cc2cccs2)c(O)c1 | 0.7 | 2 | -1 | 13 | 11 | -6 | 16 | -3 | 0 | -17
COc1ccc(C(C(=O)NC2CCCC2)N(Cc2cccs2)C(=O)c2ccn[nH]2)cc1OC (configuration not stated) | -0.9 | -10 | -7 | -2 | -4 | 1 | 16 | -10 | 0 | -3
COC(CNC(=O)c1ccc(N2CCC3(CC2)OCCO3)c([N+](=O)[O-])c1)OC | -0.3 | -5 | -5 | 6 | -52 | -7 | 13 | -1 | 2 | -17
CCN(CC)CCN(C(=O)/C=C/c1cccs1)c1nc2ccc(Cl)cc2s1 | 3.0 | 2 | 5 | 10 | -2 | 4 | -3 | -4 | 2 | 12&-9
CC(C)NCC(O)Cn1c2c(c3ccccc31)CCc1c-2cnn1-c1ccccc1 (configuration not stated) | -0.8 | -1 | -7 | -10 | -18 | -5 | 5 | -2 | 0 | 34
COc1ccc(C(=O)NCc2ccccc2OC)c(OC)c1 | ? | 3 | -3 | -5 | 0 | -15 | 4 | -2 | -1 | -11
COc1ccccc1-n1cnnc1SCC(=O)c1cc(C)n(Cc2cccs2)c1C | -0.8 | -1 | -1 | -1 | 2 | -3 | 8 | -1 | 4 | 23
O=C(NCc1cccnc1)c1nc(-c2cccs2)no1 | -0.6 | -5 | -2 | 15 | 6 | -11 | 26 | 0 | 3 | -7
CCCCC(=O)Nc1cccc(-c2cn3ccccc3n2)c1 | -0.8 | 3 | -19 | 0 | -6 | 2 | -2 | -9 | -3 | -1
CN1CCN(CCC(C#N)(c2ccccc2)c2ccccc2)CC1 | -0.1 | 0 | 8 | 28 | -11 | 3 | 26 | -1 | 0 | -3
Oc1cc(NCc2ccc(Cl)cc2)cc2cccnc12 | -0.5 | 2 | -9 | -3 | 3 | -3 | . | -1 | . | 38
Cc1cc(NC(=O)c2cc(-c3ccco3)on2)nn1Cc1ccc(Cl)cc1 | -0.2 | 0 | -5 | 9 | 7 | -18 | 33 | -1 | -1 | -13
CC(C)CC(=O)NC(=S)Nc1nc(-c2ccc(Cl)cc2)cs1 | -0.2 | -6 | 2 | 2 | -1 | 3 | -8 | -1 | 1 | -14
CCC(=O)c1cccc(-c2ccccc2)c1CC | 0.5 | 0 | 4 | 2 | 5 | . | . | -1 | . | -10
O=C(CSCCc1ccccn1)Nc1cccnc1Cl | 2.8 | -2 | 3 | -9 | -1 | 1 | -8 | 2 | -4 | 7
CCCC(=O)Nc1nc(C)c(C(C)=O)s1 | 0.0 | 5 | 2 | -1 | 5 | 2 | 12 | 0 | 2 | -5
COc1cccc(CC(=O)NC2CCCN(Cc3ccccc3F)C2)c1 (configuration not stated) | 2.0 | 4 | 6 | -7 | -3 | -1 | -3 | 1 | -5 | -3
O=C(CCc1ccccc1)N=C1SC2CS(=O)(=O)CC2N1c1ccc(F)cc1 (configuration not stated) | 1.8 | 1 | 7 | 2 | 6 | -5 | 7 | 1 | 0 | 4
CC1Cc2ccccc2N1C(=O)Cn1nc(C(=O)O)c2ccccc2c1=O (configuration not stated) | 0.0 | 4 | -8 | 3 | -9 | -1 | 8 | -2 | -2 | -29
Cc1ccccc1CC(=O)NCc1cccnc1 | -1.1 | 0 | -13 | 5 | 6 | 0 | 25 | -10 | 1 | 0
COc1ccccc1CNC(=O)c1sccc1C | 0.9 | 12 | 19 | 11 | -3 | 3 | 6 | -5 | 2 | -13
OC1CCN(Cc2cccc3ccccc23)CC1 | 0.1 | -1 | 8 | -7 | -8 | -1 | 4 | 0 | 1 | -13
O=C(NO)c1ccccc1C(F)(F)F | 0.6 | -15 | 4 | 8 | -8 | 4 | -6 | -6 | 1 | -11

Bioassay records from PubChem.

This is a subset. The share of hits here may be higher or lower than overall.
